LRH-1 inv ag: suppresses constitutive activity of human LRH-1; O00482; HEK293T StAR-luciferase reporter, LRH-1 transfected, 24 h; inhibition, % at 3.6 µM; 0.13% of 360,000 active;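 active means inhibition above the mean inhibition of all tested compounds plus 3 SD, cut at about 73% in these data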;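 further: 0% = DMSO wells and 100% = reporter-only cells lacking LRH-1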
SRC1 inh: human NCOA1 inhibition. Q15788. HEK293 GAL4-SRC1 luciferase reporter, luminescence. inhibition, % at 3.6 µM. 0.12% of 360,000 active;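 active means inhibition above the campaign mean plus 3 SD, with each screening campaign given its own cutoff, cut at about 60% in these data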;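 further: 0% = DMSO treated cells and 100% = gossypol at 36 µM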
MC4R ag barr: activates human MC4R beta-arrestin recruitment. U2OS MC4R beta-arrestin complementation, luminescence; percent of melanotan II response, DMSO zero. 0.98% of 360,000 active. P32245. AID 540308. activation, % at 8.9 µM;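 active means activation above a per-plate cutoff, the mean activation of sample wells on that plate plus 3 SD, cut at about 8% in these data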
Target sequence (P32245 whole entry, looked up): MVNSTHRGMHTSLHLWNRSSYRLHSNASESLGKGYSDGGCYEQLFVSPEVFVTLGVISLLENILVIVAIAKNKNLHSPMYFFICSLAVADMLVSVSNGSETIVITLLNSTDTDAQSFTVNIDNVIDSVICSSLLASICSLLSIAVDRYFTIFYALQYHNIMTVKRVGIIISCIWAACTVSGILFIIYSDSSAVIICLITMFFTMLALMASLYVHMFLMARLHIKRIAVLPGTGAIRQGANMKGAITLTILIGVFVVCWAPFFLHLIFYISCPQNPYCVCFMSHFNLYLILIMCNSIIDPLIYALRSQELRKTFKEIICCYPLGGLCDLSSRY
LMP1 NFkB inh: inhibitors of Epstein-Barr LMP1-induced NF-kappaB reporter; LMP1-induced NF-kappaB luciferase reporter cells, luminescence; inhibition, % at 12.5 µM; 0.69% of 350,000 active; AID 504558; in the data active means inhibition above about 41%;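 further: 0% = neutral control wells and 100% = reference inhibitor control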
SRC3 inh: inhibitors of human steroid receptor coactivator 3 (SRC3); Q9Y6Q9; HEK293 GAL4-SRC3 luciferase reporter, luminescence; inhibition, % at 3.6 µM; 0.17% of 360,000 active; AID 588352;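 active means inhibition above a per-campaign cutoff, the mean of all compounds plus 3 SD, cut at about 60% in these data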;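 further: 0% = DMSO-treated cells and 100% = gossypol-treated cells at 36 µM; higher means less SRC3-driven luciferase light from the GAL4 reporter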
MC4R antagonist: human MC4R antagonism in cAMP assay. 0.48% of 360,000 active. AID 540295. inhibition, % at 6.5 µM. P32245. MC4R-expressing cells, MTII-stimulated cAMP, LANCE TR-FRET;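 active means inhibition above its plate's cutoff, the mean of tested wells on that plate plus 3 SD, cut at about 29% in these data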;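 further: 0% = Melanotan II alone and 100% = Melanotan II plus saturating MCL0020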
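Assay system: U2OS-MC4R stable cell line; Also added: Melanotan II; Technique: Eu-cAMP/anti-cAMP TR-FRET, emission 671 nm; Times: 30-min compound, 1-h challenge, 1-h detection, room temperature.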
NR2F2 inh: blocks human COUP-TFII nuclear receptor | P24468 | HEK293T NGFI-A luciferase reporter, luminescence | inhibition, % at 8.6 µM | 0.7% of 370,000 active | AID 686940;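 active means inhibition above a per-plate cutoff, mean inhibition of test wells between control levels plus 3 SD, cut at about 38% in these data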;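 further: cells cotransfected with COUP-TFII expression vector driving the NGFI-A reporter; 0% = median of COUP-TF2 test wells and 100% = reporter-only cells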
NOD2 RIPK2 PPI: blocks binding of human NOD2 to RIPK2; AID 624267; 0.38% of 360,000 active; CHO BLA complementation NOD2-RIPK2, CCF4 ratio; inhibition, % at 4.98 µM; in the data active means inhibition above about 21%;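 further: 0% = vehicle only and 100% = reference blocker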
Target sequence (O43353 whole entry, looked up): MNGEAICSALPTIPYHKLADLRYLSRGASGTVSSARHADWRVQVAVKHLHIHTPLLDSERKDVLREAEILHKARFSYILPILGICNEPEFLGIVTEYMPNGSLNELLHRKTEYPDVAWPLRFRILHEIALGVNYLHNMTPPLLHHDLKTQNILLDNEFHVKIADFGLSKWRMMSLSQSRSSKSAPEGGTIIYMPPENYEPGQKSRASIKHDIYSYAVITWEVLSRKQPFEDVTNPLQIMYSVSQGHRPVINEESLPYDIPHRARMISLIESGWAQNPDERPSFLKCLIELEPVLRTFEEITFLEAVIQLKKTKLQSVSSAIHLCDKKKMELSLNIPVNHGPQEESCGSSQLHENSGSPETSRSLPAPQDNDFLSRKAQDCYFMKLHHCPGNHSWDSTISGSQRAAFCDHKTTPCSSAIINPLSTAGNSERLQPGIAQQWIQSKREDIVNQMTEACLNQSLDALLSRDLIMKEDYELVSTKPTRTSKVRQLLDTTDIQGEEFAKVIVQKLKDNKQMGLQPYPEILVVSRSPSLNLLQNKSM
ABHD5-PLIN5 inh: ABHD5-PLIN5 protein interaction inhibition. 0.78% of 360,000 active. inhibition, % at 4 µM. Split G. princeps luciferase complementation, luminescence, 4 h. Q00G26+Q8WTS1;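 active means inhibition above the mean inhibition across every tested compound plus 3 SD, cut at about 22% in these data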;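 further: 0% = DMSO only wells and the 100% control is not disclosed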
SRC2 inh: inhibits human steroid receptor coactivator 2; inhibition, % at 9 µM; 0.17% of 370,000 active; AID 651957; Q15596; HEK293 GAL4-SRC2 luciferase reporter, luminescence;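 active means inhibition above the mean inhibition of all tested compounds plus 3 SD, set per campaign, cut at about 52% in these data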;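 further: 0% = DMSO treated cells and 100% = cells given Gossypol at 36 µM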
TLR9-MyD88 inh: TLR9-MyD88 interaction inhibition | AID 504734 | Q9NR96+Q99836 | inhibition, % at 4.98 µM | CHO BLA complementation TLR9-MyD88, CCF4 FRET ratio | 0.21% of 340,000 active;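 active means inhibition above the mean over all tested compounds plus 3 SD, cut at about 21% in these data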;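 further: 0% = DMSO only wells and 100% = clavulanate BLA inhibitor control wells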
An asterisk follows results filed as active; . = not tested or not shown. These rows are one share of the data; the hit share may differ from the screen's.

SMILES	LRH-1 inv ag	SRC1 inh	MC4R ag barr	LMP1 NFkB inh	SRC3 inh	MC4R antagonist	NR2F2 inh	NOD2 RIPK2 PPI	ABHD5-PLIN5 inh	SRC2 inh	TLR9-MyD88 inh
Cc1ccc(S(=O)(=O)N(C)C)cc1NC(=O)COC(=O)c1c(C)noc1C	-17	3	-0.8	-1	2	3	1	5	3	5	9
N#Cc1cc2c([nH]c1=S)CCCC2	-22	-3	-0.5	14	-10	-4	0	-5	-4	7	3
Cc1ncccc1C(=O)N1CCCC(C(=O)c2ccc3c4c(cccc24)CC3)C1 (stereo unspecified)	-20	5	-2.6	-1	16	2	17	-7	4	8	-10
CCCCN(CC)CCCNC(=O)c1cn(C)c(=O)c2c1c1ccccc1n2C	-29	-4	0.1	-10	11	1	12	-1	0	-18	-5
O=C(Nc1ccc2c(c1)OCCO2)c1ccc(Br)c(S(=O)(=O)N2CCOCC2)c1	1	0	1.1	22	12	0	5	-5	11	37	4
Cc1nn(-c2ccccc2)c2nc(C(F)F)cc(C(F)F)c12	-3	-3	0.9	-5	4	-6	19	-15	-1	-45	-3
C[C@H]1COc2cc(N(C)CCO)ccc2S(=O)(=O)N1	-25	.	.	.	.	.	-7	7	1	-30	.
Cc1ccc(S(=O)(=O)NC2CC2)cc1	-11	0	-1.8	-2	9	4	-5	-1	2	-11	7
CN(Cc1cccc2cnccc12)C(=O)c1cc(COc2ccc(F)cc2Cl)on1	-2	5	-1.4	9	4	7	22	-11	-7	2	-17
COc1ccc(NC(=O)CSc2ccc(-c3ccccn3)nn2)cc1OC	34	0	-2.8	-38	5	14	-1	-12	-2	5	-2
CCCn1c(SCC(=O)N2c3ccccc3CC2C)nnc1-c1ccco1 (stereo unspecified)	14	5	0.9	-10	2	3	-13	0	3	19	4
Cn1nnc2cc(C(=O)N3CCC(c4ccccc4)C3)ccc21 (stereo unspecified)	-23	-18	-0.2	1	-40	-2	-8	-3	-3	-20	3
Cc1ccc(-n2c(C)nc3ncnc(-c4ccccc4)c32)cc1	-5	4	0.5	1	-10	-2	-10	-17	-8	-12	2
O=C(CCNS(=O)(=O)c1ccccc1)OCC(=O)c1ccc[nH]1	-12	-7	-1.5	2	-8	5	-25	-1	10	-6	-6
Cc1ccc(S(=O)(=O)N2CCC(C(=O)O)CC2)cc1	19	2	0.7	-2	2	9	6	3	2	26	1
COc1cc2ncnc(N[C@H](C)c3ccccc3)c2cc1OC	33	0	-1.0	3	7	-5	.	-7	10	.	7
NNC(=O)c1sccc1OCc1ccc(F)cc1	-11	-8	0.0	0	1	16	-7	1	2	-31	4
Cc1ccc(NC(=O)CN2c3cccc4cccc(c34)S2(=O)=O)cc1	23	-1	3.2	-4	6	8	4	9	-10	14	-2
CCOC(=O)COn1c(-c2cccc(Cl)c2)nc2ccc([N+](=O)[O-])cc21	-98	-73	4.4	1	-55	3	-10	5	4	-83	3
CCCCOc1ccc2c(C)cc(=O)oc2c1OCCCC	11	-4	3.3	7	14	4	1	-2	-10	2	8
CCc1ncc(C(=O)c2ccc(OC)cc2)n1C	-27	-18	0.4	-3	-1	-2	-20	-16	4	27	-5
Cc1cccc(NS(=O)(=O)c2ccc3c(c2)NC(=O)CC(=O)N3)c1	0	-23	0.3	-3	4	1	2	2	0	-14	-1
Cc1ccc(S(=O)(=O)N2CCN(Cc3cccc(F)c3)CC2)cc1	9	1	0.3	-5	10	15	-11	2	-8	-7	2
CCn1c(SCC(=O)Nc2sc(C)c(C)c2C#N)nnc1C1CC1	-7	-7	-1.4	-1	-38	13	4	3	-1	-16	-1
Nc1nccnc1C(=O)N/N=C/c1ccco1	-111	-70	-0.4	3	-90	-6	-2	9	3	-24	2
O=[N+]([O-])c1ccc(S(=O)(=O)NCC(c2cccnc2)N2CCc3ccccc3C2)cc1 (stereo unspecified)	13	-3	-0.8	0	20	10	-8	-2	-7	1	-15
Cc1nnc(SC(C)C(=O)NC2CCCCC2)s1 (stereo unspecified)	15	-8	0.4	-8	11	4	7	-10	-1	-23	5
COc1ccc(NC(=O)Cn2nc([N+](=O)[O-])c(Cl)c2C)cc1OC	-14	-8	-1.8	-13	15	0	18	0	1	6	1
Cc1nc2c(=O)n(-c3ccc(F)cc3F)nc(C)c2s1	6	4	-1.0	-6	14	10	-6	3	-1	14	-4
Cc1ccccc1OCC(=O)Nc1ccc2oc(=O)ccc2c1	6	-2	-1.8	-9	-18	0	-5	-1	-4	-23	-3
CCOc1cc(/C=C2\SC(=N)N(c3nccs3)C2=O)ccc1OCCN1CCOCC1	4	12	-3.4	20	9	-4	4	-2	10	4	-6
CC(C)C(=O)N(c1ccc(F)cc1)C1C=CS(=O)(=O)C1 (stereo unspecified)	-10	-4	-0.8	-14	13	9	4	-2	-1	-1	1
COc1ccc(-c2cc(N)n(S(=O)(=O)c3ccc(C)cc3)n2)c(OC)c1	26	9	-0.2	-1	-7	-1	-12	2	-2	-22	-3
Cc1ccc(N(CC(=O)NC(C)C)C(=O)CCC(=O)Nc2ccccn2)cc1	-2	-10	0.0	-12	3	17	6	-3	0	-9	-2
C=CCn1c(SCC(=O)NCc2ccc3c(c2)OCO3)nc2scc(-c3ccc(F)cc3)c2c1=O	-1	-15	0.8	-2	4	1	11	-12	12	-9	-3
O=S(=O)(Nc1ccncc1)c1ccc(Cl)cc1	-2	-9	-1.1	-2	-2	2	-15	6	-7	-5	-5
O=C(COC(=O)c1ccccc1Br)Nc1ccc(F)cc1	-34	-43	-1.9	-4	-36	12	-34	-1	1	-8	10
O=C(O)c1ccc(S(=O)(=O)N2CCC(c3nc(-c4ccccc4Cl)no3)CC2)cc1	3	-53	-1.4	-3	-47	1	-9	-3	0	-5	-7
CCc1cccc(NC(=O)COc2ccccc2)c1	-36	-14	-0.7	-3	-19	1	-24	-8	-6	-12	-2
Cc1ccccc1-c1nnc(-c2ccccc2C)o1	-43	-69	1.2	-36	-42	5	-13	-9	-3	-29	-4
O=[N+]([O-])c1nn(-c2ccc3c(c2)OCCO3)n(O)c1=NC1CCCC1	-19	-78	-0.8	-1	-25	0	-13	-9	6	-54	-3
O=C(COC(=O)c1cccs1)Nc1ccc(Cl)cn1	-19	1	-0.2	-5	5	20	-4	-2	11	3	-8
Cc1ccc(/C=C/C(=O)c2c(C)cc(C)[nH]c2=O)cc1	43	37	-2.8	32	50	-6	.	1	19	.	0
COc1cccc(C2c3[nH]c4ccccc4c3CCN2Cc2cnn(C)c2)c1 (stereo unspecified)	8	5	-2.6	-8	-2	3	-19	-6	-3	-15	2
O=C(NCCOc1ccccc1)C1CCN(C(=O)Nc2ccccc2)CC1	-7	3	-0.9	2	-18	10	11	-7	-4	-29	-7
c1ccc2c(c1)OCCOCCOCCOCCOCCOc1ccccc1OCCOCCOCCO2	23	-5	0.6	13	15	13	20	-8	3	-8	-7
CCCCCC(O)(c1ccccc1)C(CN1CCOCC1)c1ccccc1 (stereo unspecified)	23	-22	1.7	-4	2	9	16	5	1	-2	15
O=C(Nc1ccccc1)c1cn2ccccc2n1	-104	-58	0.0	42*	-58	-3	-12	1	11	-2	6
CC(C)CNC(=O)COc1ncnc2sccc12	9	-15	-1.3	0	5	5	3	-10	-2	-47	7
O=C(COC(=O)CC12CC3CC(CC(C3)C1)C2)Nc1cccnc1Cl	8	-12	2.9	-6	2	14	1	1	-3	-7	-1
O=C(NCc1ccon1)c1ccc(OC2CCN(CCc3ccccc3)CC2)cc1	4	-1	-1.0	3	7	10	-8	-3	0	-17	-6
C[C@@H]1CN([C@H](C)CO)C(=O)CCCn2nncc2CO[C@@H]1CN(C)C(=O)c1ccncc1	9	-18	-1.7	-4	1	3	5	-13	12	-4	-1
COC(=O)c1cccc(CN2C(=O)C(C)Sc3ccc(C(C)=O)cc32)c1 (stereo unspecified)	-70	-13	-1.9	.	-44	-2	-14	8	3	-27	.
C=CCn1c(SCc2c(F)c(F)c(F)c(F)c2F)nc(O)cc1=O	21	10	-0.1	-1	3	10	9	-1	-7	13	-4
COc1ccc(N2C(=O)CSCC2=O)cc1OC	4	2	-4.1	-8	-1	10	-6	-1	-1	-11	-3
Cn1cc(CN2CCCC(C(=O)c3nccn3C)C2)c(-c2cccc(Cl)c2)n1 (stereo unspecified)	17	-9	-2.2	-2	-4	6	-7	-3	11	0	-5
COc1ccc(C)cc1NC(=O)COC(=O)c1ccc2c(c1)OCCO2	-2	-25	10*	12	3	1	-1	-1	1	7	-6
CCCCS(=O)(=O)Nc1ccc(Cc2ccncc2)cc1	5	-1	-1.5	-4	-11	2	13	-14	-3	17	-1
O=c1[nH]cnc2c1C1(CCCC1)Cc1ccccc1-2	1	2	1.2	-15	-23	5	2	11	0	-53	-9
O=C(c1ccncc1)c1ccc([N+](=O)[O-])cc1	14	2	-1.4	5	20	-6	-10	4	-5	8	6

Structures listed so far that bear a hit mark in MC4R ag barr.
SMILES	LRH-1 inv ag	SRC1 inh	MC4R ag barr	LMP1 NFkB inh	SRC3 inh	MC4R antagonist	NR2F2 inh	NOD2 RIPK2 PPI	ABHD5-PLIN5 inh	SRC2 inh	TLR9-MyD88 inh
COc1ccc(C)cc1NC(=O)COC(=O)c1ccc2c(c1)OCCO2	-2	-25	10*	12	3	1	-1	-1	1	7	-6

(further entries)
SMILES	LRH-1 inv ag	SRC1 inh	MC4R ag barr	LMP1 NFkB inh	SRC3 inh	MC4R antagonist	NR2F2 inh	NOD2 RIPK2 PPI	ABHD5-PLIN5 inh	SRC2 inh	TLR9-MyD88 inh
COc1ccccc1N(CC(=O)NCc1ccc2c(c1)OCO2)C(=O)CCC(=O)Nc1nccs1	9	-10	-1.2	5	19	0	2	14	-1	7	1
Cc1nc(-c2ccccc2)sc1C1(C)CC(c2ccc([N+](=O)[O-])cc2)=NO1 (stereo unspecified)	-21	-4	-1.7	1	-14	-6	7	6	-4	-28	8
CC1CCCCC1NC(=O)COCc1cc(-c2cccs2)on1 (stereo unspecified)	1	-8	-3.1	-5	-2	-1	3	-13	-7	5	3
COC(=O)CN(c1ccc(OCc2ccccc2)cc1)S(C)(=O)=O	-26	-31	3.3	6	15	21	12	2	-5	5	-4
CC(=O)Nc1nc2ccccc2n1CCN(C)C	8	3	0.7	21	0	-1	-7	-13	3	-1	-8
Cc1ccc(/C=C2\SC(=S)N(Cc3ccccc3)C2=O)o1	3	-26	-1.0	3	-4	-7	17	4	-5	-9	-3
CCOc1ncccc1C(=O)N(C)CC1COc2ccccc2O1 (stereo unspecified)	-8	-2	-0.4	7	5	15	-7	-8	0	3	-15
COc1cccc(-n2nnc3c(=O)n(Cc4ccc(Cl)cc4)cnc32)c1	8	-10	-1.8	9	16	7	0	7	2	-10	-5

Quoted from the listing:
Entry of COc1cccc(-n2nnc3c(=O)n(Cc4ccc(Cl)cc4)cnc32)c1 under SRC1 inh: -10
Entry of CC(=O)Nc1nc2ccccc2n1CCN(C)C under LRH-1 inv ag: 8
